Screening results deposited in PubChem by several laboratories.
Rpn11 inh: Rpn11 (human) deubiquitinase inhibition. human 26S proteasome, Ub4-pepOG fluorescence polarization; 20S core pre-blocked with epoxomicin. calls only at 20 µM. hit rate 0.59% among 360,000;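 active means inhibition at 20 µM, scaled to each plate's controls, above about 33%, limit read from the data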
FAS TE block: FAS thioesterase (human) inhibition. hit rate 0.67% among 360,000. inhibition, % at 15 µM. recombinant FAS-TE, OMFH fluorogenic substrate, fluorescence endpoint. P49327;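 active means compounds whose normalised, plate-corrected inhibition of enzyme fluorescence in the single-dose primary screen is 50% or more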;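 further: 0% = DMSO with enzyme and 100% = substrate without enzyme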
SKN-1 block: inhibitors of C. elegans SKN-1 | C. elegans VP596 Pgst-4::GFP/RFP ratio, acrylamide-induced, 24 h | inhibition, % at 21.8 µM | hit rate 0.49% among 360,000;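 active means interference check ratio from 0.5 to 1.5 plus GFP to RFP signal ratio inhibition reaching or exceeding a fixed threshold, cut at about 30% in these data, passing the limit was not always enough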; further: some compounds called inactive have numbers as strong as hits
CSN inh: CSN deneddylation inhibition. Q92905. Purified CSN, SCF-Nedd8-OG deneddylation, fluorescence polarization. inhibition, % at 12.5 µM. hit rate 0.38% among 360,000. AID 651999;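 active means pattern-corrected inhibition above about 35%, with an unprinted fluorescence ratio check between 0.5 and 1.5, limit read from the data, passing the limit was not always enough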;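 further: 0% = enzyme with substrate and 100% = substrate without enzyme; some results filed as inactive read as strong as hits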
Target sequence (Q92905 whole entry, looked up, one chain of several): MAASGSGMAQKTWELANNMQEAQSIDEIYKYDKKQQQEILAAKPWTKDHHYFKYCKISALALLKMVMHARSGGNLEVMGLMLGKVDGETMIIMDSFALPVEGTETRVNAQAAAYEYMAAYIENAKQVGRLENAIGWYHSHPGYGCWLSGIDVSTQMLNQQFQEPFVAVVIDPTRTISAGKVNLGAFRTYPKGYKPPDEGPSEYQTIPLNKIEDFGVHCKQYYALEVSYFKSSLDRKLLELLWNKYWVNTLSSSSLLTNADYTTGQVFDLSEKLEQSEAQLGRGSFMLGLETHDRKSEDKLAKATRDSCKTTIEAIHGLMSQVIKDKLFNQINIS
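Assay system: HEK293T-derived human Csn5 enzyme; quantity: 0.24 nM enzyme; medium: Tris/NaCl/DTT buffer, pH 7.5; also added: substrate SCFSkp2-Nedd8OG, 10 nM; doses: 12.5 µM compound; schedule: 90 min reaction at room temperature; signal: FP; read-out: % inhibition of substrate cleavage by Csn5; benchmarks: substrate-only high control, full reaction low control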
Rin1 Abl inh: human Rin1-Abl interaction inhibition; P00519+Q13671; inhibition, % at 7.35 µM; TR-FRET Rin1/Abl binding, biochemical; hit rate 0.4% among 360,000; in the data active means inhibition above about 5%, passing the limit was not always enough
Neddyl block: blocks human cullin neddylation. P61081+Q13564. TR-FRET cullin neddylation, biochemical. calls only at 25 µM. hit rate 0.58% among 360,000. AID 651699; in the data active means inhibition above about 36%
Target sequence (P61081 whole entry, looked up): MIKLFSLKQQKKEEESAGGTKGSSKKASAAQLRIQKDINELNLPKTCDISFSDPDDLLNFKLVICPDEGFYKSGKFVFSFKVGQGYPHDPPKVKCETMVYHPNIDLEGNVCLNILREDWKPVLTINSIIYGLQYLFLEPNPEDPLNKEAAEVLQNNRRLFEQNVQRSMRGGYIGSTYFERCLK
Target sequence (Q13564 whole entry, looked up): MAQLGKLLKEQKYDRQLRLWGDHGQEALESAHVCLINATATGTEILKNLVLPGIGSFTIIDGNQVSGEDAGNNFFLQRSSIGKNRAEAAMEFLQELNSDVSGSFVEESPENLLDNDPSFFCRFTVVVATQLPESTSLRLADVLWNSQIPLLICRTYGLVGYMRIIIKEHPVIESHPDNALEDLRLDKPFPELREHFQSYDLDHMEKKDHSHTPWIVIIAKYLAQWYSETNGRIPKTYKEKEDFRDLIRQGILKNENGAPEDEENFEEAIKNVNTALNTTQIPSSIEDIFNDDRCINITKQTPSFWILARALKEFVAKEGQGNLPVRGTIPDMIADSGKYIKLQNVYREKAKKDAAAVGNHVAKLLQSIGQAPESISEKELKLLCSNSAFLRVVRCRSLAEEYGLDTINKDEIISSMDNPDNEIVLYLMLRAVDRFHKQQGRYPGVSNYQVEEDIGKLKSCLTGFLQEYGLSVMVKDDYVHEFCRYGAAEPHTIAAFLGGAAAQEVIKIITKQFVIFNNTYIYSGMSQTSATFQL
NadD inh: NadD (S. aureus) enzyme inhibition | purified NadD enzyme, colorimetric absorbance read-out | inhibition, % at 20 µM | hit rate 0.78% among 360,000 | AID 602399; in the data active means inhibition above about 26%; further: some compounds past the cut are filed as inactive
MT1-MMP act inh: blocks activation of human MT1-MMP | P50281 | hit rate 0.061% among 360,000 | HT1080 RFP-PRO-GFP cells, GFP/RFP ratio fluorescence, overnight; percent of plate control window, DMSO zero | GFP/RFP ratio change, % at 20 µM | AID 651647;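 active means GFP/RFP ratio change of at least 30% with cell ATP level not reduced by more than half and red fluorescence within 50% of control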; further: strong numbers were not always called active
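system = RFP-PRO-GFP reporter HT1080 cells | dosing = 20 µM single dose, 1% DMSO | timing = overnight cell settling, then overnight compound exposure, 37 °C, 5% CO2 | read-out basis = GFP/RFP fluorescence ratio | controls = DMSO and RFP-L50D-GFP cell wells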
PABP1 MLLE inh: inhibitors of microRNA-mediated deadenylation, human PABP1 MLLE binding; GST-MLLE / FITC-PAM2 fluorescence polarization; AID 588489; inhibition, % at 20 µM; hit rate 0.36% among 360,000; P11940; in the data active means inhibition above about 35%, passing the limit was not always enough;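 further: plate controls were DMSO wells with GST-MLLE for no effect and wells lacking GST-MLLE protein for full effect; some results filed as inactive read as strong as hits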
* = called active by the depositor; i = inactive; . = not tested or not shown.

Compound	Rpn11 inh	FAS TE block	SKN-1 block	CSN inh	Rin1 Abl inh	Neddyl block	NadD inh	MT1-MMP act inh	PABP1 MLLE inh
Cc1nnc(SCC(=O)Nc2c(Cl)cccc2Cl)n(N)c1=O	i	-5	13	-2	-3	i	-4	7	12
Cn1c2c(c3ccccc31)CCN1CCC[C@]21c1ccccc1	i	9	-1	2	1	i	1	-9	-2
O=c1[nH]c2ccc(S(=O)(=O)N3CCC(Cc4ccccc4)CC3)cc2o1	i	-8	-3	3	2	i	3	3	0
Cc1cc(N2CCN(C)CC2)nc2ccc(NC(=S)N3CCCCC3)cc12	i	-4	7	1	-3	i	4	2	-47
O=C(Cc1ccccc1)Nc1ccc(N2CCOCC2)cc1	i	-14	5	-4	1	i	-1	2	1
Cc1ccccc1NC(=O)CN1CCN(Cc2ccccc2)CC1	i	-1	-3	-2	3	i	-6	-2	-4
CCCCSc1ncnc2[nH]ncc12	i	-8	14	1	-5	i	2	5	3
CSCC[C@H](Nc1ncnc2sc(C)c(C)c12)C(=O)O	i	-8	-32	-1	-5	i	4	2	13
CCCOc1ccc(/C=N/Nc2ccccc2[N+](=O)[O-])c(O)c1	i	0	11	-4	1	i	4	15	10
CCN(c1ccccc1)S(=O)(=O)c1ccc(Cl)c(NC(=O)CN2CCCCCC2)c1	i	26	-2	4	1	i	-2	0	-13
O=C(O)c1cc(S(=O)(=O)N2CCOCC2)c[nH]1	i	-6	2	3	2	i	-6	2	0
COc1ccc(-n2c(C)c(C)c3c(N)ncnc32)cc1	i	-6	-1	3	-1	i	-4	-12	4
COc1ccccc1COC(=O)N/C=C/c1ccco1	i	-2	-7	-2	1	i	5	-6	-42
Cc1c(C(=O)N2CCCCC2)oc2ccccc12	i	2	15	2	3	i	0	-2	-12
CCn1c(C(O)c2ccc(C)cc2)nc2ccccc21 (stereo not given)	i	-6	-1	3	-3	i	-2	0	-1
CCCNC(=O)c1cc2c(c(-c3cccc(-c4ccc(F)cc4)c3)n1)[C@H](CCO)N(S(=O)C(C)(C)C)C2 (stereo not given in full)	i	11	-6	2	1	i	-2	1	-8
O=C(Nc1cccc(S(=O)(=O)N2CCCC2)c1)c1cc(=O)[nH]c2ccccc12	i	4	-4	-4	-1	i	7	0	-11
CC1CC(C)CN(CCCNC(=O)C2CCCN(c3nnc(N4CCCC4=O)s3)C2)C1 (stereo not given)	i	-4	3	8	-3	i	2	3	-12
Cc1cccc(/C=N/NC(=O)c2ccc(NC(=O)c3ccccc3C)cc2)n1	i	-5	2	0	-1	i	-4	5	11
Cc1ccc(N(C(=O)Cc2cccs2)C2C=CS(=O)(=O)C2)cc1Cl (stereo not given)	i	-5	4	3	2	i	-2	-3	-13
COc1cccc(NC(=O)CN(C)C(=O)c2cc(S(=O)(=O)Nc3ccccc3OC)ccc2C)c1	i	-2	-5	0	5	i	-1	-2	3
O=C(CCS(=O)(=O)c1ccccc1)Nc1ccccc1-c1nc2ccccc2s1	i	9	10	4	3	i	-3	1	-12
Cc1ccccc1C(=O)NC1CC2CCCC(C1)N2Cc1ccccc1 (stereo not given)	i	-5	-20	0	-1	i	1	-5	-2
C=CCn1c(SC2CCOC2=O)nc2scc(C3CC3)c2c1=O (stereo not given)	i	2	17	2	1	i	-6	-1	-1
O=C(NCCCn1ccnc1)Nc1ccc(Cl)c(Cl)c1	i	-4	-4	0	-5	i	4	3	11
Cc1ccc(NC(=O)COc2ccc(S(=O)(=O)N3CCOCC3)cc2)cc1	i	-4	8	4	-1	i	-6	0	-6
Cc1ccc(C)c(S(=O)(=O)N2CCC(c3nc4c(nnn4Cc4ccc5c(c4)OCCO5)c(=O)[nH]3)CC2)c1	i	70*	17	-3	-1	i	46*	-5	-5
COCCCN(C(=O)C1=COCCO1)c1c(N)n(Cc2ccccc2)c(=O)[nH]c1=O	i	-7	2	3	1	i	-6	-6	-12
Cc1cc(C)cc(OC(C)C(=O)NCCCn2ccnc2)c1 (stereo not given)	i	-7	-3	1	3	i	2	1	11
CN(C(=O)c1sc2nc(N3CCCC3)c3c(c2c1N)CC(C)(C)OC3)c1ccccc1	i	20	12	-2	-5	i	8	-4	26

Continuation.
Compound	Rpn11 inh	FAS TE block	SKN-1 block	CSN inh	Rin1 Abl inh	Neddyl block	NadD inh	MT1-MMP act inh	PABP1 MLLE inh
CCCCCOC(=O)NC1CCS(=O)(=O)C1 (stereo not given)	i	-4	-10	1	-3	i	3	4	-3
CC(C)CCN1CCC(CN2C(=S)NC[C@@H]2Cc2ccccc2)CC1	i	-5	5	2	0	i	2	2	-20
CNc1cncc(-c2cccc(OC)c2F)n1	i	-8	13	-1	-5	.	2	-3	-11
NC(=O)CC(NC(=O)Cc1ccc(Br)cc1)c1ccc(N2CCC(Br)CC2)c([N+](=O)[O-])c1 (stereo not given)	i	3	0	6	-3	i	-4	8	6
CC(C)(C)c1ccc(C(=O)N2CCC2(C)C(=O)NCc2cccc3ccccc23)cc1 (stereo not given)	i	25	-5	3	-2	i	-11	-3	0
CCn1c(O)c(N=NC2=NC(=O)CS2)c2ccccc21	i	-2	7	-4	-6	i	1	3	0
CCOc1cc(CNC(C)(C)C)ccc1OCC(=O)Nc1cccc(C(F)(F)F)c1	i	-3	-14	2	1	i	-10	1	1
Cc1ccc(S(=O)(=O)Nc2ccc(S(=O)(=O)N3CCCC3)cc2)cc1	i	-3	-18	-2	1	i	-23	-6	13
COC(=O)c1cc(OC)c(OC)cc1NC(=O)CC1CCCCC1	i	21	4	0	-2	i	-8	-1	-5
COc1ccc(C2NCCO2)cc1OC (stereo not given)	i	-8	17	-4	3	i	-5	-3	3
Cc1ccc(NCc2nnc(SCc3ccc(C#N)cc3)n2Cc2ccco2)c(C)c1	i	13	-6	3	5	i	7	-4	-40
Cn1nc2c3cc(F)ccc3n(Cc3ccc(F)cc3)cc-2c1=O	i	0	-6	6	-1	i	-20	2	-1
OC(Cc1cccc(Br)c1)c1ncc(-c2cccc(C(F)(F)F)c2)[nH]1 (stereo not given)	i	28	7	3	2	i	-1	-3	10
CCOC(=O)c1oc2cc(OC(C)=O)ccc2c(=O)c1-c1ccc(OC)c(OC)c1	i	1	14	2	0	i	-6	-4	-13
O=C1Nc2ccccc2O/C1=C\c1ccccc1	i	0	13	-2	-1	.	-2	4	3
COc1cccc(CNc2ccc(N3CCC(C)CC3)cc2)c1OC	i	4	9	-5	-1	i	2	12	17
CCC(C)c1ccccc1N1CC(C(=O)NCCCn2nc(C)cc2C)CC1=O (stereo not given)	i	-11	11	-1	3	i	-4	0	3
CC(=O)NC(Cc1ccc(C)cc1)C(=O)NC1CCN(S(=O)(=O)c2ccccc2)CC1 (stereo not given)	i	-6	11	3	-1	i	-4	3	5
Cc1nnc(SCC(=O)N2CCN(S(=O)(=O)c3ccccc3)CC2)n1Cc1ccccc1	i	-3	-12	1	1	i	-2	1	-16
Cc1cccc(N(C(=O)Cn2nnc(-c3ccc(F)cc3)n2)C(C(=O)NC(C)(C)C)c2ccncc2)c1 (stereo not given)	i	-13	9	7	2	i	5	-9	12
COc1ccc(-c2nc(-c3cccs3)c(-c3cccs3)[nH]2)cc1OC	i	9	16	1	-12	i	6	6	-9
NC(CO)c1csc(Nc2ccc(C(=O)c3ccccc3)cc2)n1 (stereo not given)	i	-6	-4	4	-2	i	4	-1	-15
O=C(O)COc1ccc2c3c(c(=O)oc2c1)CCCC3	i	0	-1	-11	3	i	2	-1	1
CCNC(=O)C1(C)CCCN(Cc2ccc(-n3ccnc3)cc2)C1 (stereo not given)	i	-5	8	0	-1	i	1	1	12
O=C(CCl)Nc1ccc(N=Nc2ccccc2)cc1	i	17	19	-1	2	i	-5	-4	-6
Cc1ccc(S(=O)(=O)NCc2ccc(C(=O)N3CCN(c4ccccn4)CC3)cc2)cc1	i	-2	4	-4	0	i	9	0	8
O=C(Cc1ccccc1)Nc1nc2ccccc2[nH]1	i	-5	3	-2	2	i	-1	3	-11
NC(=O)C1Cc2ccccc2CN1S(=O)(=O)c1ccc(Cl)s1 (stereo not given)	i	-3	3	2	-2	i	0	2	-9
CCOC(=O)C1(CCCc2ccccc2)CCN(C(=O)CCn2cnnn2)CC1	i	2	-6	7	-1	i	0	3	-5
COc1ccc2[nH]c(C(=O)NCc3ccc4c(c3)OCO4)cc2c1	i	4	1	0	-4	.	-4	0	0

Results in Rpn11 inh, PABP1 MLLE inh and Neddyl block (4 entries from above):
SMILES | Rpn11 inh | PABP1 MLLE inh | Neddyl block
O=c1[nH]c2ccc(S(=O)(=O)N3CCC(Cc4ccccc4)CC3)cc2o1 | i | 0 | i
Cc1cc(N2CCN(C)CC2)nc2ccc(NC(=S)N3CCCCC3)cc12 | i | -47 | i
O=C(Cc1ccccc1)Nc1ccc(N2CCOCC2)cc1 | i | 1 | i
Cc1ccccc1NC(=O)CN1CCN(Cc2ccccc2)CC1 | i | -4 | i

Additional compounds.
Compound	Rpn11 inh	FAS TE block	SKN-1 block	CSN inh	Rin1 Abl inh	Neddyl block	NadD inh	MT1-MMP act inh	PABP1 MLLE inh
COc1ccc(C(CC(=O)O)NC(=O)COc2ccc(C)cc2)cc1OC (stereo not given)	i	-6	17	0	-1	i	1	2	5
N#Cc1ccc(C(=O)N2CCN(S(=O)(=O)c3ccc(Br)s3)CC2)cc1	i	-2	-4	3	0	i	1	-2	2
COc1ccc(-n2c(SCC(=O)Nc3ccc(C)cc3)nc(O)c(Cc3ccccc3)c2=O)cc1	i	-4	3	9	0	i	9	4	36
C[C@@H]1CCCCCCCCC(=O)OCCN[C@H](C)CCCCCCCCC(=O)OCCN[C@H](C)CCCCCCCCC(=O)OCCN1	i	-7	-4	3	7	i	-4	-5	8
CN(Cc1ccccc1)C(=O)COC(=O)COc1ccc(Cl)cc1	i	-1	5	-2	1	i	-4	5	0
COc1ccc(/C(O)=C/c2nc3ccc(C(=O)NCCc4cccc(C)c4)cc3[nH]c2=O)cc1OC	.	-11	-4	2	-1	i	-3	-22	-109
COc1ccc(/C=C/c2nnc(NC(=O)COc3ccccc3)s2)cc1	i	-1	-4	-1	-4	.	0	6	-10
C[C@H](CO)N1C[C@H](C)[C@@H](CN(C)Cc2cccnc2)Oc2cc(-c3cccnc3)ccc2S1(=O)=O	i	-7	7	-1	0	i	-2	3	5
O=S(=O)(c1ccccc1)N1CCC(Oc2ccc(-n3cnnn3)cc2)CC1	i	4	-4	-5	0	i	-6	-1	11
COC(=O)c1cn(NC(=O)Cc2ccccc2Br)c(=O)c2ccccc12	i	4	-6	6	2	i	1	0	0
CC(=O)Nc1ccc(S(=O)(=O)N(Cc2ccco2)CC2CCCO2)cc1 (stereo not given)	i	-2	-11	3	4	i	-1	-5	6
COc1ccc(NC(=O)CSc2nc(N)c3cc4c(nc3n2)CCCC4)cc1	i	6	-3	12	0	i	15	14	-17

Two of the compounds above, as labelled records.
COc1ccc(C2NCCO2)cc1OC (stereo not given)
  Rpn11 inh: i
  FAS TE block: -8
  SKN-1 block: 17
  CSN inh: -4
  Rin1 Abl inh: 3
  Neddyl block: i
  NadD inh: -5
  MT1-MMP act inh: -3
  PABP1 MLLE inh: 3
Cc1ccc(NCc2nnc(SCc3ccc(C#N)cc3)n2Cc2ccco2)c(C)c1
  Rpn11 inh: i
  FAS TE block: 13
  SKN-1 block: -6
  CSN inh: 3
  Rin1 Abl inh: 5
  Neddyl block: i
  NadD inh: 7
  MT1-MMP act inh: -4
  PABP1 MLLE inh: -40

Random draw from the library; about 3.9% have a hit in one of these screens.
